Pf growth 48h = Primary qHTS for delayed death inhibitors of the malarial parasite plastid, 48 hour incubation; P. falciparum luciferase growth in erythrocytes, 48 h; 310,000 tested, 5.9% active; Potency, µM (titrated, usually from 28.7 µM), inactives show top-dose activity change, negative = inhibition, most hits filed as inhibitors
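First compound was added to culture medium, then infected red cells at 0.1% parasitemia and 2% hematocrit (final). After incubation at 37 C under 5% CO2, luciferase detection reagent was dispensed and light output recorded.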
Pf growth 96h = Primary qHTS for delayed death inhibitors of the malarial parasite plastid, 96 hour incubation | P. falciparum luciferase reporter growth, 96 h | Potency, µM (highest dose often 28.7 µM), inactives show at the top dose activity change, negative = inhibition, usual class: inhibitors | 320,000 tested, 6.9% active
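Parasite growth measured via integrated firefly luciferase reporter in P. falciparum. Infected erythrocytes at 2% hematocrit, 0.05% parasitemia final were treated 96 hours at 37 C under 5% CO2, and luminescence was read.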
LmPK inhibitor = qHTS Assay for Inhibitors of Leishmania Mexicana Pyruvate Kinase (LmPK); Q27686; purified LmPK, Kinase-Glo ATP luminescence, 1 h; Potency, µM (top dose mostly 57.5 µM), for the others: at the highest dose activity change, negative = inhibition, actives largely listed as inhibitors; 290,000 tested, 0.37% active
Target sequence (Q27686 whole entry, looked up): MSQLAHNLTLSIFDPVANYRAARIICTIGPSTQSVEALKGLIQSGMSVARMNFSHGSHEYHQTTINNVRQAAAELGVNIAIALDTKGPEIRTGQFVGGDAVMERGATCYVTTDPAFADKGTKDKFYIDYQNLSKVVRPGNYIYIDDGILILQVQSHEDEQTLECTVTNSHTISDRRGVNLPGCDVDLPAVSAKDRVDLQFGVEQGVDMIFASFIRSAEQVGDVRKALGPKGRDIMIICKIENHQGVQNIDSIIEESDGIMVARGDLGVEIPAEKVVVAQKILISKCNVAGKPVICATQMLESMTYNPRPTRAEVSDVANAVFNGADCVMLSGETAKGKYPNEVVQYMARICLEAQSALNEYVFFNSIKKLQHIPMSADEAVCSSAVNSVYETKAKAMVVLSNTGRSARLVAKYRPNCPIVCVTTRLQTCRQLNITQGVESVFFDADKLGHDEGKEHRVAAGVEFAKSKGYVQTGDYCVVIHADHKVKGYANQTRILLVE
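Purified LmPK (0.1 nM) with 0.5 mM PEP and 0.1 mM ADP in imidazole buffer pH 7.2 with MgCl2/KCl, 1 h at room temperature. ATP formed was read by luciferase luminescence and normalized to no-enzyme and uninhibited controls.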
TbPYK inhibitor = qHTS of Trypanosoma Brucei Inhibitors; Potency, µM (top dose mostly 76.8 µM), inactives show at the highest dose activity, negative = inhibition, hits mostly inhibitors; 410,000 tested, 0.12% active; pyruvate kinase (Trypanosoma brucei), Q57TT1; TbPYK enzyme, Kinase-Glo Plus ATP luminescence, 45 min; AID 624173, 2012; note: nearly all actives have a fitted effect of over 50% in size
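TbPYK + substrate in 50 mM TEA pH 7.2, 100 mM KCl, 10 mM MgCl2, 0.05% BSA, 0.01% Tween-20; cpd pinned; ADP 130 uM final; 45 min RT; Kinase-Glo Plus 10 min; luminescence endpoint.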
Sm TGR inh = qHTS Assay for the Inhibitors of Schistosoma Mansoni Peroxiredoxins; Schistosoma mansoni thioredoxin glutathione reductase (TGR), Q962Y6; purified TGR, DTNB reduction, TNB absorbance 405 nm; 360,000 tested, 3% active; AID 485364, 2010; Potency, µM (titrated, usually from 114 µM), without a hit: at the highest dose activity change, negative = inhibition, usual class: inhibitors; note: nearly all actives have a fitted effect of over 60% in size
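First, TGR (20 nM dispensed) and NADPH were mixed with compound. Second, a 15 min room-temperature incubation followed. Third, further NADPH and then DTNB were added to start the reaction. Finally, TNB absorbance was monitored kinetically.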
HCV inh = qHTS Assay for Inhibitors of Hepatitis C Virus (HCV) | Huh7.5.1 HCVcc-Cre infection, luciferase reporter, 44 h | Potency, µM (top dose mostly 41.8 µM), for the others: at the top dose activity change, negative = inhibition, most hits filed as inhibitors | 340,000 tested, 3.4% active | AID 651820, 2012
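Reporter virus HCVcc-Cre (~0.5 moi) infects cells exposed to compound; seeding density 1,000 cells/well with 4 h settling beforehand. Luminescence, 15 sec read, taken 44 h post-infection following a 15 min RT substrate incubation.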
Active calls of the source: *; i = inactive; ? = inconclusive; . = no result given; & = joins results of further samples; [ ] = another dose, or the depositor's remark. Calls come from the whole dose curve; as a rule, active = well fitted curve in the direction sought with a large enough effect; inconclusive = small, poorly fitted or top-dose-only effect, or another doubt; inactive = no such curve, though single readings can be large; an effect the other way counts as inactive or inconclusive. % is set by controls: 0 for no effect and ±100 for the full control effect; potency is the fitted concentration of half-maximal effect.

Labels used below: A = Pf growth 48h; B = Pf growth 96h; C = LmPK inhibitor; D = TbPYK inhibitor; E = Sm TGR inh; F = HCV inh
> O=C(CC1NCCNC1=O)NC1Cc2ccccc2C1 (centres undefined)
  A = 39%[activator] | B = 36%[activator] | C = -6% | D = -3% | E = 8% | F = 17%
> CCC(=O)Nc1ccc(C(=O)NNC(=O)c2ccccc2)cc1
  A = 40%[activator] | B = 29% | C = -1% | D = -2% | E = -6% | F = 6%
> CCOc1ccccc1/C=N/NC(=O)Cc1csc(Nc2cccc(C(F)(F)F)c2)n1
  A = ? | B = 18% | C = 2% | D = -4% | E = -24% | F = ?
> COC(=O)C(C)Sc1nc2c(c(=O)n(C)c(=O)n2C)n1CCC(C)C (centres undefined)
  A = 0% | B = -20% | C = -3% | D = 1% | E = -17% | F = 8%
> CS(=O)(=O)N(CC(=O)NCc1ccco1)c1ccc(Cl)c(C(F)(F)F)c1
  A = -19% | B = 0% | C = -1% | D = -8% | E = ? | F = 11%
> Cc1ccc(NC(=O)Cn2c(=O)oc3ccccc32)c(C)c1
  A = -2% | B = ? | C = 6% | D = -2% | E = -17% | F = 20%
> S=C(Nc1cccc(Cl)c1)Nc1ccccc1Oc1ccccc1
  A = 21% | B = 12µM* | C = 3% | D = -4% | E = 7% | F = ?
> CCOC(=O)/C(C#N)=C\c1ccc(N2CCN(C/C=C/c3ccccc3)CC2)cc1
  A = -11% | B = ? | C = 2% | D = -5% | E = 0% | F = -24%
> NC(=O)CCC(NS(=O)(=O)c1ccc(Cl)cc1)C(=O)NCc1ccc(Cl)cc1 (centres undefined)
  A = 2% | B = 40%[activator] | C = -2% | D = -8% | E = -3% | F = 5%
> C=CCN(CC=C)c1nc2ccccc2nc1C(C#N)C(=O)OC(C)C (centres undefined)
  A = 10µM* | B = ? | C = 1% | D = -5% | E = 28µM* | F = ?
> N#CCOc1ccc(C2=NO[C@@H]3[C@@H]4C[C@@H]([C@H]5C(=O)N(c6ccc7c(c6)OCO7)C(=O)[C@@H]45)[C@H]23)cc1
  A = 0% | B = ? | C = 0% | D = -14% | E = -2% | F = 3%
> CCOC(=O)N1CCC(N2CCN(C3CCCC3)C(CCO)C2)CC1 (centres undefined)
  A = 24% | B = ? | C = 4% | D = -12% | E = 9% | F = 6%
> N#Cc1c(N)nc(SCC(=O)NCc2ccc3c(c2)OCO3)c(C#N)c1-c1cccs1
  A = -1% | B = ? | C = 1% | D = 6% | E = 1% | F = -3%
> CC(C)CCNC(=O)CCNS(=O)(=O)c1ccc(Cl)cc1
  A = ? | B = 0% | C = 1% | D = -5% | E = -18% | F = 7%
> COc1ccc(CCNC(=O)C2CCN(C(=O)c3ccc(C(C)(C)C)cc3)CC2)cc1OC
  A = ? | B = 229%[activator] | C = 1% | D = -3% | E = -4% | F = -27%
> Cc1ccnc(NC(=O)Cc2c(F)cccc2Cl)c1
  A = -140% | B = 101%[activator] | C = -9% | D = 0% | E = 6% | F = 18%
> CCOC(=O)CCC(NC(=O)CCCCCCCC(=O)NC(CCC(=O)OCC)C(=O)OCC)C(=O)OCC (centres undefined)
  A = 10% | B = 1% | C = -5% | D = -6% | E = -1% | F = 11%
> COc1cccc(NC(=O)Nc2cnccn2)c1
  A = 88%[activator] | B = 45%[activator] | C = -2% | D = -2% | E = 1% | F = -11%
> COC(=O)c1nc(N)sc1-c1ccccc1
  A = 14% | B = 9.3µM* | C = 4% | D = -1% | E = 17% | F = 9%
> CCc1noc(C)c1C(=O)Nc1cc(Cl)ccc1N1CCOCC1
  A = ? | B = -13% | C = . | D = -3% | E = -1% | F = ?

Entries of single compounds as entered above. Values in the order: Pf growth 48h	Pf growth 96h	LmPK inhibitor	TbPYK inhibitor	Sm TGR inh	HCV inh
`CCOC(=O)N1CCC(N2CCN(C3CCCC3)C(CCO)C2)CC1` (centres undefined) is listed as 24%	?	4%	-12%	9%	6%
`N#Cc1c(N)nc(SCC(=O)NCc2ccc3c(c2)OCO3)c(C#N)c1-c1cccs1` is listed as -1%	?	1%	6%	1%	-3%
`CC(C)CCNC(=O)CCNS(=O)(=O)c1ccc(Cl)cc1` is listed as ?	0%	1%	-5%	-18%	7%
`CCOC(=O)CCC(NC(=O)CCCCCCCC(=O)NC(CCC(=O)OCC)C(=O)OCC)C(=O)OCC` (centres undefined) is listed as 10%	1%	-5%	-6%	-1%	11%

(cont.)
Labels used below: A = Pf growth 48h; B = Pf growth 96h; C = LmPK inhibitor; D = TbPYK inhibitor; E = Sm TGR inh; F = HCV inh
> C(=N\Nc1nc(-c2ccccc2)cs1)/c1cccnc1
  A = ? | B = ? | C = 2% | D = -26% | E = -1% | F = ?
> COc1ccc(COC(=O)c2ccc(C)c(S(=O)(=O)N3CCOCC3)c2)cc1F
  A = ? | B = 10µM* | C = . | D = 3% | E = 3% | F = ?
> Nn1cc(-c2ccccc2)nc1SCC(=O)NCC1CCCO1 (centres undefined)
  A = 24% | B = 23% | C = -1% | D = -4% | E = 10% | F = 16%
> O=C(O)c1ccc2cccc(O)c2n1
  A = 0% | B = 0% | C = 3% | D = 9% | E = -9% | F = 20%
> COc1ccnc2c1c(=O)n(Cc1c(F)cccc1Cl)c(=O)n2C
  A = -13% | B = -1% | C = -3% | D = 7% | E = 2% | F = 5%
> CC(C)(C)c1nc(SCC(=O)NNC(=O)c2ccccc2)c2ccccc2n1
  A = -15% | B = 9% | C = -2% | D = 2% | E = -1% | F = ?
> Cn1nnc2c[n+](CC(=O)c3ccc(Cl)cc3)cc(Br)c21
  A = -4% | B = -2% | C = -6% | D = -5% | E = ? | F = ?
> COc1cccc(-c2ncc3ccccc3c2CO)c1
  A = 2% | B = 47%[activator] | C = . | D = 0% | E = -11% | F = 7%
> CN(C)CCCNCCCNC(=O)/C(=N\O)c1ccccn1
  A = -7% | B = -2% | C = -2% | D = -4% | E = -9% | F = 7%
> CC(=O)NCCCC(=O)NC(CCC(=O)OCc1ccccc1)C(=O)OCc1ccccc1 (centres undefined)
  A = -11% | B = 39%[activator] | C = -2% | D = -6% | E = -2% | F = -6%
> O=C(c1ccc2nc3ccccc3c(=O)n2c1)N1CCN(Cc2ccc3c(c2)OCO3)CC1
  A = -30% | B = 73%[activator] | C = 3% | D = 0% | E = -6% | F = ?
> O=C(CCN1C(=O)/C(=C/c2ccccc2Cl)SC1=S)NC1CCS(=O)(=O)C1 (centres undefined)
  A = 4% | B = ? | C = -3% | D = 1% | E = 1% | F = 15%
> COc1cccc(-c2nnn(CC(C)=O)n2)c1
  A = i | B = ? | C = -10% | D = -2% | E = -2% | F = 8%
> COC(=O)c1ccccc1NC(=O)CN1CCN(c2ccccn2)CC1
  A = 0% | B = ? | C = -9% | D = 2% | E = 10% | F = -8%
> CS(=O)(=O)N1CCN(c2ccc(NC(=O)c3ccc(Br)o3)cc2)CC1
  A = 141%[activator] | B = 200%[activator] | C = -1% | D = -5% | E = 6% | F = 5%
> CCc1ccc(N2CC(C(=O)Nc3ccc(S(=O)(=O)Nc4nccs4)cc3)CC2=O)cc1 (centres undefined)
  A = -17% | B = 20% | C = 1% | D = 0% | E = 4% | F = 15%
> CC(C)(C)c1cc(CCC(=O)NNC(=O)c2ccncc2)cc(C(C)(C)C)c1O
  A = -4% | B = 24% | C = . | D = -7% | E = 0% | F = ?
> CCC(C)C(=O)Nc1cc(C(=O)OC)ccc1C(=O)OC (centres undefined)
  A = 8% | B = . | C = 2% | D = -7% | E = 31% | F = ?
> CNc1cc(CS(=O)c2ccccc2)nc(-c2ccccc2)n1 (centres undefined)
  A = -2% | B = ? | C = 9% | D = -2% | E = -3% | F = 14%
> COc1cc(-n2nc(C)c3c2OC(N)=C(C#N)C3c2ccccc2)c(Cl)c(Br)c1O (centres undefined)
  A = -11% | B = -26% | C = -16% | D = -11% | E = -33% | F = ?
> C/C(CC(=O)Nc1ccc(N(C)C)cc1)=N\NC(=O)c1ccc(F)cc1
  A = -11% | B = 19% | C = 1% | D = -1% | E = -32% | F = 7%
> Cc1ccc(OCCN2CCN(C(=O)CCC(=O)Nc3nnc(C(C)C)s3)CC2)cc1
  A = 10µM* | B = 2.9µM* | C = 2% | D = -16% | E = -6% | F = ?
> O=C(NCc1ccc2c(c1)OCO2)c1ccc2snnc2c1
  A = 7% | B = 6% | C = 1% | D = 1% | E = -3% | F = 16%&8%
> O=C(c1nc2ccc(Cl)cn2c1CNCC[C@@H]1C[C@@H]2C=C[C@H]1C2)N1CCCCCCC1
  A = ? | B = 14% | C = 3% | D = 6% | E = . | F = -13%
> Cc1cccc(N(C(=O)CCC(=O)Nc2cc(C)on2)C(C(=O)NC2CCCC2)c2ccncc2)c1 (centres undefined)
  A = ? | B = 7% | C = 0% | D = -1% | E = -3% | F = 11%&12%
> CC1Cc2ccccc2N1C(=O)C1CCN(S(=O)(=O)Cc2ccccc2)CC1 (centres undefined)
  A = -20% | B = . | C = 7% | D = -3% | E = 6% | F = ?
> Cc1ccc(OCC(=O)NCc2ccccn2)c(Br)c1
  A = 244%[activator] | B = . | C = 1% | D = 3% | E = 0% | F = 0%
> COc1ccccc1-n1c(SCC(=O)NC2CCCC2)nc2cccnc21
  A = ? | B = . | C = -2% | D = -4% | E = 0% | F = 16%
> CCOCCc1c(O)nc(SCC(=O)N2CCOCC2)[nH]c1=O
  A = 28% | B = 3% | C = -4% | D = 8% | E = 8% | F = -1%
> CCOc1ccc(/C=N/NC(=O)C2(O)c3ccccc3-c3ccccc32)cc1
  A = 12% | B = -18% | C = 1% | D = 0% | E = 3% | F = -7%
> O=C(O)CCCN1C(=O)c2ccc(C(=O)c3cccc([N+](=O)[O-])c3)cc2C1=O
  A = 5% | B = 9% | C = -2% | D = 2% | E = 22% | F = -1%
> OC(CNc1ccccc1)COc1ccc(OCC(O)CNc2ccccc2)cc1 (centres undefined)
  A = ? | B = ? | C = 2% | D = -10% | E = 10% | F = ?
> CSc1nc(-c2ccco2)nn1C(=O)c1ccccc1Cl
  A = 19% | B = -15% | C = 8% | D = -8% | E = 7.1µM* | F = 19%
> Cc1ccccc1/C=N\NC(=O)c1ccccc1-n1cccc1
  A = 28% | B = ? | C = 2% | D = 2% | E = -1% | F = -8%
> CC(C)COC(=O)C1C(=O)CC(C)(O)C(C(=O)OCC(C)C)C1c1cccnc1 (centres undefined)
  A = 9.3µM* | B = . | C = -3% | D = -8% | E = 5% | F = 18%
> COC(=O)CC1COc2ccccc2N1S(=O)(=O)c1ccc(Br)cc1 (centres undefined)
  A = ? | B = ? | C = -4% | D = 0% | E = 14% | F = 4%
> C=CCN1C(=O)c2ccc(C(=O)N(CCOC)c3c(N)n(CCCC)c(=O)[nH]c3=O)cc2C1=O
  A = 19% | B = 3% | C = . | D = -9% | E = -8% | F = 6%

Grouped by structure, the compounds so far with a CF3 group.
Labels used below: A = Pf growth 48h; B = Pf growth 96h; C = LmPK inhibitor; D = TbPYK inhibitor; E = Sm TGR inh; F = HCV inh
> CCOc1ccccc1/C=N/NC(=O)Cc1csc(Nc2cccc(C(F)(F)F)c2)n1
  A = ? | B = 18% | C = 2% | D = -4% | E = -24% | F = ?
> CS(=O)(=O)N(CC(=O)NCc1ccco1)c1ccc(Cl)c(C(F)(F)F)c1
  A = -19% | B = 0% | C = -1% | D = -8% | E = ? | F = 11%

From PubChem

An unsorted share of the library, and some 16% of all compounds hit somewhere here.
